# PTHR1 ag: qHTS for PTHR1 Agonists: Primary Screen; HEK293 GP2 PTHR1 cells, GloSensor cAMP luminescence, 1 h; Potency, µM (highest dose often 115 µM), for the others: top-dose activation, most hits filed as activators; actives 0.075% (n = 410,000); AID 743266, 2014; further: potency means the concentration at half of the fitted maximal effect; nearly all actives have a fitted effect of over 55% in size; some results filed as inactive show a strong effect at the top dose; inactives centre near -15; many of its hits are not listed in these tables
#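 HEK-293-derived GP2 cells expressing PTHR1 and a GloSensor cAMP reporter, 3,000/well, plated overnight, given luciferin plus IBMX (each 0.5 mM as added) for 1 h at 37 °C, then compound for 1 h at 37 °C. Luminescence was read after 15 min at room temperature.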
# EPAC1 antag: qHTS for Antagonist of cAMP-regulated guanine nucleotide exchange factor 3 (EPAC1): primary screen; actives 0.14% (n = 360,000); AID 720709, 2013; Potency, µM (top dose mostly 115 µM), inactives show top-dose activity change, negative = inhibition, most hits filed as inhibitors; EPAC1 GEF assay, Rap1b-BODIPY-GDP exchange fluorescence;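 further: potency means the concentration at half of the fitted maximal effect; plate controls were vehicle for no effect and positive control for full effect; nearly all actives have a fitted effect of over 50% in size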
# Target sequence (O95398 whole entry, looked up): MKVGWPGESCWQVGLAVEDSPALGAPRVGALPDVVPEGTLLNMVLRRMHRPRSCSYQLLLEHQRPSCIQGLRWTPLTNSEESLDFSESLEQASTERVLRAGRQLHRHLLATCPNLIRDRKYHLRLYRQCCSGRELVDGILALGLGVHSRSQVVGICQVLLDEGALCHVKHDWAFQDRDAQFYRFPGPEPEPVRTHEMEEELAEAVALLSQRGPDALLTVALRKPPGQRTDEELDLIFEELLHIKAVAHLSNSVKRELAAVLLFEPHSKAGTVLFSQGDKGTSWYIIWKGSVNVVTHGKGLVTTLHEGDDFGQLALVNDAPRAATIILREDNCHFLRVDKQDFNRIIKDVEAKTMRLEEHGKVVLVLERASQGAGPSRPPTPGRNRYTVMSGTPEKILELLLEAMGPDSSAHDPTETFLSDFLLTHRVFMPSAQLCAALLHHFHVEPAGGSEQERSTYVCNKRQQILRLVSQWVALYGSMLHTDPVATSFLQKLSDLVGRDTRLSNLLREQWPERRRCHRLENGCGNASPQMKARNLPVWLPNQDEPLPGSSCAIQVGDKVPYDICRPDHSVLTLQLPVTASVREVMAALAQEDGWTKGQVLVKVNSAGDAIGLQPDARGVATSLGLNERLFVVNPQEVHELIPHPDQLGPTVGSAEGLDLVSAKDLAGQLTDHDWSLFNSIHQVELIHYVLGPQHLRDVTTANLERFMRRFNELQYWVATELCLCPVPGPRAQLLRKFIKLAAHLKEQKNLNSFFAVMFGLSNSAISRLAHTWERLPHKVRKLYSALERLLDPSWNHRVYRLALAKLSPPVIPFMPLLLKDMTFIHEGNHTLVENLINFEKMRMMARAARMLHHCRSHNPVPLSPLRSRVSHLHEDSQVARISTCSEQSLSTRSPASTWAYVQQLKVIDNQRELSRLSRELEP
# GLP1R inv ag: qHTS of GLP-1 Receptor Inverse Agonists (Inhibition Mode). actives 1.6% (n = 410,000). HEK293 GLP-1R CRE-luciferase, luminescence, 24 h; GLP-1R form is constitutively active. Potency, µM (series often up to 38.3 µM), inactives show at the highest dose activity change, negative = inhibition, usual class: inhibitors. Glucagon-like peptide 1 receptor (Homo sapiens), P43220. AID 624417, 2012; further: potency means the concentration at half of the fitted maximal effect; on the % scale 0 is the no-effect control and ±100 the full control effect; nearly all actives have a fitted effect of over 55% in size
#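 Inverse agonists were sought by their lowering of basal cAMP reporter luciferase output in HEK293 cells stably carrying constitutively active human GLP-1R, after 24 h compound treatment.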
# PLK1 PBD block: qHTS for Inhibitors of PLK1-PDB (polo-like kinase 1 - polo-box domain): Primary Screen | Serine/threonine-protein kinase PLK1 (Homo sapiens), P53350 | Plk1 PBD binding of FITC phosphopeptide, fluorescence polarization | Potency, µM, for inactives: max response, negative = inhibition, actives largely listed as inhibitors | actives 2.8% (n = 360,000) | AID 720504, 2013; further: potency means the concentration at half of the fitted maximal effect; series mostly up to about 57 µM; on the % scale 0 is the no-effect control and ±100 the full control effect; nearly all actives have a fitted effect of over 65% in size
# EPAC1 ag: qHTS for Agonist of cAMP-regulated guanine nucleotide exchange factor 3 (EPAC1): primary screen | Rap guanine nucleotide exchange factor 3 (Homo sapiens), O95398 | EPAC1 agonist qHTS, biochemical assay; response scale: 100% = response to 6.5 mM cAMP | Potency, µM (top dose mostly 154 µM), inactives show at the top dose activation, actives largely listed as activators | actives 0.073% (n = 360,000) | AID 720707, 2013; further: potency means the concentration at half of the fitted maximal effect; nearly all actives have a fitted effect of over 60% in size
#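 Normalized to 6.5 mM cAMP, activity reflects EPAC1-catalysed release of BODIPY-GDP from Rap1B, followed kinetically over 30 min at 480 nm excitation, 540 nm emission. Reaction contained 100 nM EPAC1, 250 nM Rap1B-BODIPY-GDP, 50 uM GDP.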
# IL-2 act: qHTS of IL-2 Activators; IL-2 activation reporter assay, cell-based qHTS; stimulated with anti-CD3/CD4/CD28 beads; in transgenic mouse T cells; actives 0.065% (n = 360,000); activation, % (series mostly up to about 46 µM); in the data active means activation above about 50%; inconclusive means mostly about 30% to 49%; further: 0% is about no effect
#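 Using fluorescent plate cytometry, EGFP and DsRed are detected in transgenic mouse T cells stimulated 18 h at 37 degrees C with antibody-coated beads after 60 min compound pretreatment.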
# PI5P4Ka inh: qHTS for Inhibitors of phosphatidylinositol 5-phosphate 4-kinase (PI5P4K) | Phosphatidylinositol 5-phosphate 4-kinase type-2 alpha (Homo sapiens), P48426 | PI5P4Kalpha enzyme, ADP-Glo luminescence, 60 min; hits give low values | max response, % | actives 1.2% (n = 330,000) | AID 652105, 2013; active means max response of -50% or lower; inconclusive means between -30% and -50%; inactive means -30% or higher; further: value at the top dose of about 77 µM; on the % scale 0 is the no-effect control and ±100 the full control effect
#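 Enzyme plus substrate dispensed, test compounds pinned in, then ATP (5 microM final) added. After 60 min at RT, ADP-Glo reagent 1 for 45 min and reagent 2 for 30 min preceded luminescence imaging.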
# GLP1R cytotox: qHTS of GLP-1 Receptor Inverse Agonists: Cytotox Screen; HEK293 cAMP-luciferase reporter cells, luminescence, 24 h; Potency, µM (titrated, usually from 38.3 µM), for inactives: top-dose activity change, negative = inhibition, hits mostly inhibitors; actives 0.13% (n = 410,000);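 further: loss of luciferase light is scored as toxicity; potency means the concentration at half of the fitted maximal effect; on the % scale 0 is the no-effect control and ±100 the full control effect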
#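 Cells in DMEM/10% Nu serum/1% pen-strep, 1536-well format. Pre-incubated 12 h, dosed with 23 nL compound, incubated a further 24 h. Luciferase detection, 12 min at room temp, luminescence.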
# GLP-1R agonist: qHTS of GLP-1 Receptor Agonists | Glucagon-like peptide 1 receptor (Homo sapiens), P43220 | HEK293 GLP-1R CRE-luciferase, luminescence, 4-6 h; cells express a hypersensitive GLP-1R form | Potency, µM (top dose mostly 45.6 µM), without a hit: top-dose activation, most hits filed as activators | actives 0.007% (n = 380,000); further: potency means the concentration at half of the fitted maximal effect; % of control where 0% means no effect
# * marks the source's active call; other numbers are inactive results; i = inactive; ? = inconclusive; nt = not tested or not shown; & = joins results of further samples; [ ] = dose if it differs, or a comment. Unless noted, the call rests on the fitted dose curve; in most records, active means well fitted curve in the direction sought with a large enough effect; inconclusive means small, poorly fitted or top-dose-only effect, or another doubt; inactive means no such curve, though single readings can be large; an effect the other way counts as inactive or inconclusive. Only part of the results is shown; count on the stated rates, not on these rows.
item	molecule	PLK1 PBD block	PI5P4Ka inh	GLP-1R agonist	IL-2 act	GLP1R cytotox	PTHR1 ag	EPAC1 ag	GLP1R inv ag	EPAC1 antag
1	CCOC(=O)c1ccc(NC(=O)CSc2nnc(C3CC3)n2CC)cc1	-2%	5	5%	0.4	-1%	-17%	-8%	-19%	6%
2	CCSc1nc(-c2ccccc2)nc2c1CCCC2	-8%	16	18%	-1.0	-3%	i	11%	-15%	-12%
3	CSc1nc(C)c(C(=O)Nc2ccccc2)c(C)c1C#N	-3%	nt	-12%	2.3	4%	-14%[57.5 µM]	8%	-9%	11%
4	Cc1cc(OCC(=O)NCCc2ccc(S(N)(=O)=O)cc2)c2c(C)cc(=O)oc2c1	-5%	0	4%	-0.2	-4%	-12%	-1%	16%	-11%
5	CCOC(=O)c1ccccc1OC(=O)CS(=O)c1ccccc1[N+](=O)[O-] (stereo not drawn)	24µM*	5	-5%	-0.6	-11%	i	-3%	-4%	21%
6	Nc1nc(NCc2ccc(Cl)cc2)nc(NCCO)c1[N+](=O)[O-]	-10%	-57*	29%	-1.4	-6%	i	7%	81%[activator]	?
7	COc1ccccc1C(=O)Nc1nnc([C@H]2C[C@H](O)[C@@H](CO)O2)s1	-3%	10	7%	-0.7	1%	i	4%	2%	-5%
8	CCn1cc(C(=O)OCC(=O)Nc2c(C)n(C)n(-c3ccccc3)c2=O)c(=O)c2ccc(C)nc21	-7%	-12	-10%	3.3	4%	-25%	-10%	0%	1%

# By substructure: the compounds so far containing a nitro group on carbon.
item	molecule	PLK1 PBD block	PI5P4Ka inh	GLP-1R agonist	IL-2 act	GLP1R cytotox	PTHR1 ag	EPAC1 ag	GLP1R inv ag	EPAC1 antag
5	CCOC(=O)c1ccccc1OC(=O)CS(=O)c1ccccc1[N+](=O)[O-] (stereo not drawn)	24µM*	5	-5%	-0.6	-11%	i	-3%	-4%	21%
6	Nc1nc(NCc2ccc(Cl)cc2)nc(NCCO)c1[N+](=O)[O-]	-10%	-57*	29%	-1.4	-6%	i	7%	81%[activator]	?

# Retrieved one by one from above, 3 records:
item	molecule	PLK1 PBD block	PI5P4Ka inh	GLP-1R agonist	IL-2 act	GLP1R cytotox	PTHR1 ag	EPAC1 ag	GLP1R inv ag	EPAC1 antag
4	Cc1cc(OCC(=O)NCCc2ccc(S(N)(=O)=O)cc2)c2c(C)cc(=O)oc2c1	-5%	0	4%	-0.2	-4%	-12%	-1%	16%	-11%
3	CSc1nc(C)c(C(=O)Nc2ccccc2)c(C)c1C#N	-3%	nt	-12%	2.3	4%	-14%[57.5 µM]	8%	-9%	11%
2	CCSc1nc(-c2ccccc2)nc2c1CCCC2	-8%	16	18%	-1.0	-3%	i	11%	-15%	-12%

# Next compounds.
item	molecule	PLK1 PBD block	PI5P4Ka inh	GLP-1R agonist	IL-2 act	GLP1R cytotox	PTHR1 ag	EPAC1 ag	GLP1R inv ag	EPAC1 antag
9	O=C(COC(=O)C1CCN(S(=O)(=O)c2ccccc2C(F)(F)F)CC1)NCc1ccc(F)cc1	5%	-3	5%	-3.5	9%	i	-5%	-2%	-2%
10	CCOc1ccc(NC(=O)CC2S/C(=N/N=C3CCCCCC3)NC2=O)cc1 (stereo not drawn)	-17%	1	-5%	-3.8	-6%	-27%	1%	?	9%
11	Cc1ccc(NCc2ccccc2O)cc1C	-5%	2	20%	1.5	-6%	-13%	2%	?	-28%
12	COc1ccc2nc(NC(=O)c3cccc(OCc4c(C)noc4C)c3)sc2c1	-2%	5	-5%	-0.3	?	-21%	5%	?	-10%
13	O=C1c2oc3ccc(Cl)cc3c(=O)c2C(c2ccco2)N1CCN1CCOCC1 (stereo not drawn)	-7%	-1	19%	-0.9	19%	-21%	3%	10%	-3%
14	COC(=O)C1C(=O)c2c(n[nH]c2C)CC1(C)C (stereo not drawn)	1%	nt	-17%	-0.7	-4%	-19%[57.5 µM]	0%	1%	1%
15	CC(C)(C)NC(=S)N/N=C/c1c(Cl)cccc1Cl	0%	-6	1%	2.8	?	2%	-11%	?	1%
16	Cn1nc(C(F)(F)F)c(C(=O)Nc2ccc(F)cc2F)c1Sc1ccc(C(F)(F)F)cc1	-4%	nt	-4%	-1.7	-1%	-7%[57.5 µM]	-11%	-22%	9%
17	CN(C1CCCCC1)S(=O)(=O)c1ccc(S(=O)(=O)N2CCCC2)cc1	-4%	nt	0%	-2.2	9%	3%[57.5 µM]	9%	4%	21%
18	O=C(COC(=O)c1ccc(S(=O)(=O)NCc2ccco2)cc1)NCC1CCCCC1	-13%	nt	11%	-3.3	-7%	i	-1%	-11%	17%
19	Cc1nc(S(=O)(=O)Nc2ccc3c(c2)OCCO3)cn1C	-2%	-3	8%	1.3	9%	i	7%	16%	-19%
20	Cc1cccc2cn[nH]c12	3%	0	-4%	-1.2	-9%	i	-8%	15%	-21%
21	COc1ccc(CNCCCn2cnc3c(OCc4ccccc4)ncnc32)cc1	-15%	-1	15%	-0.6	9%	i	1%	?	-27%
22	CCc1cc2c(=O)c(-c3nc4ccccc4n3C)c(CCCC(=O)O)oc2cc1OC(=O)C(C)(C)C	-6%	1	3%	-0.7	5%	-21%	0%	6%	5%
23	CCCc1c(C(=O)Nc2ccc(N3CCOCC3)cc2)cnn1-c1ccccc1	1%	1	19%	-0.4	0%	-21%	0%	?	-8%
24	CCCN1C2CCCC1CC(NC(=O)c1ccc(C(C)(C)C)cc1)C2 (stereo not drawn)	-16%	-3	-1%	-0.3	5%	-24%	10%	-10%	-11%
25	O=C(/C=C/c1ccc(O)cc1)c1ccc(O)cc1O	-22%	0	13%	0.4	-6%	-29%	-11%	?	-3%
26	COc1ccc(CNC(=O)c2cc3sccc3n2Cc2ccc(F)cc2)cc1	nt	nt	-1%	nt	4%	-43%[inhibitor]	nt	-31%	nt
27	CC(C)(C)C(=O)Oc1cc(N)n(S(=O)(=O)c2ccccc2)n1	-2%	-4	-5%	-0.5	1%	-5%	-10%	19%	0%
28	O=C(COc1ccccc1)NCC(=O)N/N=C/c1ccc(Br)cc1	2%	-5	1%	-2.5	15%	-5%	-5%	9%	19%
29	CCN(CC)C(=O)c1ccc(COc2ccc(Cl)c(C)c2)o1	-6%	12	17%	-4.2	-16%	-36%[inhibitor]	1%	?	-21%
30	Cc1cccc(NC(=S)N2CCC(c3nc4ccccc4s3)CC2)c1	-1%	nt	2%	-0.5	?	i	20%	0%	-3%
31	NC(=O)COC(=O)c1ccc(-c2ccc(O)cc2)cc1	-5%	0	2%	-1.0	-3%	i	-2%	-11%	14%
32	COc1ccccc1CNC(=O)COC(=O)c1cccc(S(=O)(=O)N2CCCCC2)c1	-4%	5	-1%	-1.1	-1%	i	1%	-29%	-8%

# Records listed so far that bear a hit mark in PLK1 PBD block:
entry	Molecule	PLK1 PBD block	PI5P4Ka inh	GLP-1R agonist	IL-2 act	PTHR1 ag	GLP1R inv ag	EPAC1 antag
5	CCOC(=O)c1ccccc1OC(=O)CS(=O)c1ccccc1[N+](=O)[O-] (stereo not drawn)	24µM*	5	-5%	-0.6	i	-4%	21%

# More records:
item	molecule	PLK1 PBD block	PI5P4Ka inh	GLP-1R agonist	IL-2 act	GLP1R cytotox	PTHR1 ag	EPAC1 ag	GLP1R inv ag	EPAC1 antag
33	Cc1cccc(N2C(=O)C(O)=C(C(=O)c3cccs3)C2c2ccc(C(C)C)cc2)n1 (stereo not drawn)	-23%	?	5%	0.8	-7%	-23%	1%	-13%	?
34	Cc1cc(C)n(-c2cccc(CN3CCC(CO)(Cc4ccccc4)CC3)c2)n1	-3%	-8	4%	-2.2	0%	i	-5%	?	23%
35	CCc1ccccc1OCCCCN1CCCCC1	1%	9	-4%	-0.7	-3%	-9%	4%	-28%	-7%
36	NC(=O)CC(NC(=O)Cc1ccc(Br)cc1)c1ccc(N2CCC(N3CCCC3)CC2)c([N+](=O)[O-])c1 (stereo not drawn)	-6%	5	-4%	-0.2	-12%	-9%	6%	9%	-9%
37	CN1CCc2c(c3ccccc3n2Cc2ccccc2)C1	-4%&-12%	-2&-2	4%	-0.6&-2.3	-29%&-32%	-44%&-19%[inhibitor]	11%&8%	?	-4%&-7%
38	Cn1c(=O)c(C(=O)CN2CCCc3ccccc32)c(N)n(Cc2ccccc2)c1=O	-15%	-15	0%	-2.5	-13%	i	1%	-12%	3%
39	COC(=O)CSC1=C(C#N)C(c2ccc3c(c2)OCO3)C2=C(CCCC2=O)N1 (stereo not drawn)	-11%	-17	0%	-0.7	11%	i	8%	0%	0%
40	O=C(Nc1ccc(Br)cc1)c1ccc(CSC2=NCCS2)cc1	-9%	-1	3%	1.9	-18%	-13%[57.5 µM]	10%	-8%	7%
41	O=c1c2cc(O)c(O)cc2oc2cc(O)c(C3OC(CO)C(O)C(O)C3O)c(O)c12 (stereo not drawn)	0%	1	-1%	0.4	65%[activator]	-7%	-15%	32%[activator]	-22%
42	CCCCCCOc1ccc(N2C(=O)CC(SCCN)C2=O)cc1 (stereo not drawn)	-7%	13	8%	-2.5	-5%	-11%	-4%	?	-4%
43	Oc1ccccc1C(=S)N1CCCCCC1	?	-1	-6%	-0.6	-2%	i	-8%	1%	10%
44	Cc1cccc(C)c1NC(=O)CN1CCN(CC(=O)NCC2(N3CCCCC3)CCCCC2)CC1	-9%	-5	-1%	-0.2	2%	-29%	-7%	-7%	-21%
45	COc1ccccc1-c1nc(=S)c(C(C)=O)c(C)[nH]1	-6%	5	1%	-5.6	?	-18%	4%	?	-9%

# Source: PubChem (National Center for Advancing Translational Sciences (NCATS))
